Screens (PubChem BioAssay)
zfTRPN1 agonist: zebrafish TRPN1 channel agonists, primary screen, cell-based, HEK293, calcium fluorescence | HEK293 zebrafish TRPN1-YFP, Fluo-8 calcium fluorescence; 100% = response to 87 µM carbachol | activation, % at 3 µM | 220,000 tested, 0.18% active | AID 1424, 2008;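 active = activation above its plate's cutoff, the mean activation of test wells on that plate plus 3 SD, cut at about 19% in these data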;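 also: 0% = DMSO alone and 100% = 87 µM carbachol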
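System: zebrafish TRPN1-YFP in HEK293 cells / Dosing: 3 µM single point / Timing: dye loading 1 h at 37 °C, then 30 min room temperature / Signal: Fluo-8 calcium fluorescence, excitation 470-495 nm, emission 515-575 nm / Read-out basis: percent activation from peak over basal fluorescence ratio, control-normalized / Control set: high carbachol 87 µM, low DMSO alone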
Ba/F3 V617F tox: reduced viability of JAK2V617F-dependent Ba/F3 cells, primary screen, JAK2V617F inhibitor project, cell-based, Ba/F3 EpoR-JAK2V617F, luminescence | ATP luminescence | inhibition, % at 5.6 µM | 220,000 tested, 1.1% active;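 active = inhibition above the campaign mean plus 3 SD over all tested compounds, cut at about 24% in these data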;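 also: cytokine-independent growth of Ba/F3 cells driven by EpoR plus mutant JAK2; 0% = DMSO-treated cells and 100% = JAK inhibitor I control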
EP2 modulator: EP2 receptor modulators, cAMP readout, primary screen, cell-based, HTRF cAMP, PGE2 stimulation. Prostaglandin E2 receptor EP2 subtype (Homo sapiens), P43116. EP2-expressing cells, cAMP HTRF FRET, PGE2 co-stimulation. AID 940, 2007. 260,000 tested, 0.83% active. induction, % at 25 µM;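 active = compounds whose cAMP rise, as percent of the full-agonist control response, exceeds 60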;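 also: rat C6 glioma line stably carrying human EP2 under a CMV promoter; the protocol text gives 20 µM as final concentration; 100% = response of wells given 1 µM PGE2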
Target sequence (P43116 whole entry, looked up): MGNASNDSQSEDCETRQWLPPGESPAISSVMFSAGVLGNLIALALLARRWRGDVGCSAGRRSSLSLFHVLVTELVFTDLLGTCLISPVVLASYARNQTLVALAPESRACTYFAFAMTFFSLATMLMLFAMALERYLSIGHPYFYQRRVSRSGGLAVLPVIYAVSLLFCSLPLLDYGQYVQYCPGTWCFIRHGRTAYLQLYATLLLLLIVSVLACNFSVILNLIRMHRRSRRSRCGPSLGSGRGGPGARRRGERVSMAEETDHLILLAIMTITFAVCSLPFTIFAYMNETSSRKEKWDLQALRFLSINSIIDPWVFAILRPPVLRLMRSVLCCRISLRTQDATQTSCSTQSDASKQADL
PERK inhibitor: block of dimerizer-induced PERK translation repression, primary screen, PERK inhibitor project, CHO PERK-DD cells, SEAP luminescence, HTS; Eukaryotic translation initiation factor 2-alpha kinase 3 (Homo sapiens), Q9NZJ5; CHO PERK-DD fusion, SEAP luminescence translation reporter; inhibition, % at 5.6 µM; 220,000 tested, 0.17% active; AID 1416, 2008;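 active = inhibition above the mean inhibition of all tested compounds plus 3 SD, set separately per screening campaign, cut at about 2.9% in these data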;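 also: PERK kinase domain activated by AP20187 dimerizer at 100 nM; 0% = DMSO with dimerizer and 100% = rapamycin at 8.4 µM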
S1P4 ag: S1P4 receptor agonists, primary screen, cell-based. 220,000 tested, 0.35% active. activation, % at 4.98 µM. S1P4-expressing cell line, agonist reporter assay. Sphingosine 1-phosphate receptor 4 (Homo sapiens), O95977. AID 1509, 2009; in the data active = activation above about 11%;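 also: 0% = DMSO vehicle and 100% = reference agonist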
Target sequence (O95977 whole entry, looked up): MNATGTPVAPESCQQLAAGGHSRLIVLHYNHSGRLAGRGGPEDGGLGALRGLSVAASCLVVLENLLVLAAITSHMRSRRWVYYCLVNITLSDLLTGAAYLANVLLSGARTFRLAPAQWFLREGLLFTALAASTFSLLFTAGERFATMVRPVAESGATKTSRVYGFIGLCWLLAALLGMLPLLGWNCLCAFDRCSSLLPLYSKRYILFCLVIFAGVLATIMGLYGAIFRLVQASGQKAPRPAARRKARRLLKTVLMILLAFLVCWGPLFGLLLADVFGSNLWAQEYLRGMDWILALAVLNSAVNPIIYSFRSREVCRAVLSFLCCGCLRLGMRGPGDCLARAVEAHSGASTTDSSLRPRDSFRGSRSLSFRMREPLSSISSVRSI
BaF3 parental: parental Ba/F3 cell viability inhibition, counter-screen for JAK2V617F inhibitor project, murine pro-B, CellTiter-Glo luminescence; CellTiter-Glo ATP luminescence; inhibition, % at 5.6 µM; 220,000 tested, 1.1% active;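 active = inhibition above a per-campaign cutoff, the mean inhibition of all tested compounds plus 3 SD, cut at about 27% in these data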;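 also: 0% = DMSO wells and 100% = JAK Inhibitor I control wells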
TRPML3 ag: human TRPML3 channel agonists, primary screen, cell-based, HEK293 TRPML3-YFP, Fluo-8 calcium fluorescence, 3 µM; 220,000 tested, 0.29% active; 100% = the carbachol control signal; activation, % at 3 µM; AID 1448, 2008;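 active = activation above its plate's cutoff, the mean activation of the plate's test wells plus 3 SD, cut at about 12% in these data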;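 also: 0% = DMSO only wells and 100% = carbachol wells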
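system = HEK293 cells stably carrying human TRPML3-YFP | doses = one concentration, 3 µM nominal, 0.3% DMSO | timing = dye loading 1 h 37 °C then 30 min ambient, 125 s read | detection = Fluo-8 calcium dye fluorescence, ex 470-495, em 515-575 nm | benchmarks = high control carbachol 87 µM, low control DMSO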
Calpain2 inh: inhibitors of pig calpain II, primary screen, biochemical, fluorogenic peptide substrate, 1536-well; purified calpain II, 30 min; inhibition, % at 16 µM; 220,000 tested, 0.37% active; AID 1236, 2008;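 active = inhibition above about 50%, limit read from the data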
S1P4 antagonist: S1P4 receptor antagonists, primary screen, cell-based. Sphingosine 1-phosphate receptor 4 (Homo sapiens), O95977. S1P4-expressing cells, antagonist mode, reporter read-out. inhibition, % at 4.98 µM. 220,000 tested, 0.26% active; in the data active = inhibition above about 29%;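 also: 0% = wells stimulated with agonist and 100% = vehicle wells without agonist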
* hit, by the source's call; & = joins results of further samples.

What do the screens show for `CN1CCN(c2nc(-c3cc4ccccc4o3)cs2)CC1`?
zfTRPN1 agonist: -1.0; Ba/F3 V617F tox: -3; EP2 modulator: -22; PERK inhibitor: -0.2; S1P4 ag: 0.9; BaF3 parental: 3; TRPML3 ag: 1.2; Calpain2 inh: -5; S1P4 antagonist: -20

How did CCOc1ccc(/C=N/O)cc1 do in these assays?
zfTRPN1 agonist: -1.8; Ba/F3 V617F tox: -3; EP2 modulator: 12; PERK inhibitor: 1.1; S1P4 ag: -3.8; BaF3 parental: 0; TRPML3 ag: 1.1; Calpain2 inh: 24; S1P4 antagonist: -8

How did CC1(C)CC(=O)c2sc(NC(=O)C3COc4ccccc4O3)nc2C1 (centres undefined) do in these assays?
zfTRPN1 agonist: 3.6; Ba/F3 V617F tox: 6; EP2 modulator: 8; PERK inhibitor: 0.6; S1P4 ag: 2.0; BaF3 parental: 8; TRPML3 ag: 0.7; Calpain2 inh: 6; S1P4 antagonist: -11

What do the screens show for `Cc1c(NC(=O)/C(C#N)=C/c2cccs2)c(=O)n(-c2ccccc2)n1C`?
zfTRPN1 agonist: -0.3; Ba/F3 V617F tox: 4; EP2 modulator: 25; PERK inhibitor: -0.4; S1P4 ag: 0.0; BaF3 parental: 3; TRPML3 ag: 0.5; Calpain2 inh: 21; S1P4 antagonist: -5

What do the screens show for `CCOC(=O)c1cccc(N2C(=O)C3C(C2=O)C2C=CC3C23CC3)c1` (centres undefined)?
zfTRPN1 agonist: -1.8; Ba/F3 V617F tox: -1; EP2 modulator: 18; PERK inhibitor: -0.9; S1P4 ag: -3.9; BaF3 parental: 1; TRPML3 ag: -0.2; Calpain2 inh: -40; S1P4 antagonist: 15

What do the screens show for `Cn1c(=O)[nH]c(=O)c2c1nc(N1CCCCC1)n2CCOc1ccccc1`?
zfTRPN1 agonist: 0.5; Ba/F3 V617F tox: 4; EP2 modulator: 16; PERK inhibitor: -0.7; S1P4 ag: 0.4; BaF3 parental: 4; TRPML3 ag: 0.6; Calpain2 inh: 1; S1P4 antagonist: -12

How did O=C(CC1C(=O)NC2CCCCC2N1C(=O)c1ccc([N+](=O)[O-])cc1)Nc1ccccc1 (centres undefined) do in these assays?
zfTRPN1 agonist: 0.2; Ba/F3 V617F tox: 2; EP2 modulator: 4; PERK inhibitor: 0.2; S1P4 ag: 1.2; BaF3 parental: 8; TRPML3 ag: 1.2; Calpain2 inh: -31; S1P4 antagonist: -10

What do the screens show for `CS(=O)(=O)N1CCC(C(=O)NCc2ccc(F)cc2Cl)CC1`?
zfTRPN1 agonist: -0.6; Ba/F3 V617F tox: 5; EP2 modulator: 6; PERK inhibitor: -0.4; S1P4 ag: 0.8; BaF3 parental: 5; TRPML3 ag: 1.1; Calpain2 inh: 5; S1P4 antagonist: -25

What do the screens show for `COc1ccc(S(=O)(=O)n2nc(OC(C)=O)cc2N)cc1`?
zfTRPN1 agonist: -0.4; Ba/F3 V617F tox: -1; EP2 modulator: -12; PERK inhibitor: 1.7; S1P4 ag: 0.2; BaF3 parental: 0; TRPML3 ag: 0.3; Calpain2 inh: -12; S1P4 antagonist: -6

Results for CCOC(=O)c1cnc2cc(Cl)c(OC)cc2c1NCC1CCCO1 (centres undefined) ?
zfTRPN1 agonist: -1.3; Ba/F3 V617F tox: -1; EP2 modulator: 57; PERK inhibitor: -0.8; S1P4 ag: 0.0; BaF3 parental: 5; TRPML3 ag: 0.0; Calpain2 inh: -3; S1P4 antagonist: 11

How did O=C(O)Cn1c(C(F)(F)F)nc2ccccc21 do in these assays?
zfTRPN1 agonist: -1.6; Ba/F3 V617F tox: -4; EP2 modulator: 22; PERK inhibitor: 1.0; S1P4 ag: -1.2; BaF3 parental: 3; TRPML3 ag: 0.8; Calpain2 inh: 18; S1P4 antagonist: -12

How did O=C(NNc1nc2cc3c(cc2s1)OCO3)c1ccc(F)cc1 do in these assays?
zfTRPN1 agonist: -0.2; Ba/F3 V617F tox: -6; EP2 modulator: -70; PERK inhibitor: -0.5; S1P4 ag: 3.0; BaF3 parental: -1; TRPML3 ag: 0.0; Calpain2 inh: 10; S1P4 antagonist: 1

What do the screens show for `COc1cc(NC(=O)c2noc3c2CCCC3)c(OC)cc1Cl`?
zfTRPN1 agonist: 1.6; Ba/F3 V617F tox: -1; EP2 modulator: 17; PERK inhibitor: 0.5; S1P4 ag: -0.1; BaF3 parental: 4; TRPML3 ag: 0.8; Calpain2 inh: -57; S1P4 antagonist: -8

How did Cc1ccc(NC(=O)CCC(=O)N/N=C/c2coc3ccccc3c2=O)cc1 do in these assays?
zfTRPN1 agonist: 0.0; Ba/F3 V617F tox: 0; EP2 modulator: 0; PERK inhibitor: 0.6; S1P4 ag: 1.4; BaF3 parental: -5; TRPML3 ag: 1.8; Calpain2 inh: 8; S1P4 antagonist: -4

How did COCC(=O)Nc1ccccc1C(=O)Nc1ccc(OC)cc1 do in these assays?
zfTRPN1 agonist: 0.7; Ba/F3 V617F tox: 1; EP2 modulator: -10; PERK inhibitor: 1.3; S1P4 ag: 1.8; BaF3 parental: 2; TRPML3 ag: 0.5; Calpain2 inh: -7; S1P4 antagonist: 5

How did CCC(Oc1ccccc1)C(=O)Nc1ccccc1OC (centres undefined) do in these assays?
zfTRPN1 agonist: -3.2; Ba/F3 V617F tox: 0; EP2 modulator: 32; PERK inhibitor: -1.1; S1P4 ag: -0.1; BaF3 parental: 6; TRPML3 ag: -1.1; Calpain2 inh: -22; S1P4 antagonist: -28

How did c1ccc(Cc2cc[n+](Cc3ccccn3)cc2)cc1 do in these assays?
zfTRPN1 agonist: 0.0; Ba/F3 V617F tox: 57*; EP2 modulator: -20; PERK inhibitor: 0.9; S1P4 ag: -0.1; BaF3 parental: 65*; TRPML3 ag: 0.2; Calpain2 inh: 0; S1P4 antagonist: -8

Results for O=C(NCC1CCCO1)c1ccc(OC2CCN(C(=O)C3CC3)CC2)cc1 (centres undefined) ?
zfTRPN1 agonist: 0.7; Ba/F3 V617F tox: -1; EP2 modulator: 7; PERK inhibitor: 0.9; S1P4 ag: -0.2; BaF3 parental: 7; TRPML3 ag: 0.5; Calpain2 inh: 14; S1P4 antagonist: -3

How did CCOC(=O)c1cc(C(=O)OCC)c2cc(Br)ccc2n1 do in these assays?
zfTRPN1 agonist: -1.4; Ba/F3 V617F tox: 2; EP2 modulator: 45; PERK inhibitor: 0.6; S1P4 ag: 1.1; BaF3 parental: 10; TRPML3 ag: 0.1; Calpain2 inh: -18; S1P4 antagonist: -7

Results for O=C(CCCNS(=O)(=O)c1cccc2nsnc12)NCCc1ccccc1 ?
zfTRPN1 agonist: -0.7; Ba/F3 V617F tox: 5; EP2 modulator: 26; PERK inhibitor: -0.3; S1P4 ag: 0.2; BaF3 parental: 1; TRPML3 ag: 0.3; Calpain2 inh: -2; S1P4 antagonist: -6

Next part (2 carried over from the part before).
How did CCOC(=O)c1cc(C(=O)OCC)c2cc(Br)ccc2n1 do in these assays?
zfTRPN1 agonist: -1.4; Ba/F3 V617F tox: 2; EP2 modulator: 45; PERK inhibitor: 0.6; S1P4 ag: 1.1; BaF3 parental: 10; TRPML3 ag: 0.1; Calpain2 inh: -18; S1P4 antagonist: -7

Results for O=C(CCCNS(=O)(=O)c1cccc2nsnc12)NCCc1ccccc1 ?
zfTRPN1 agonist: -0.7; Ba/F3 V617F tox: 5; EP2 modulator: 26; PERK inhibitor: -0.3; S1P4 ag: 0.2; BaF3 parental: 1; TRPML3 ag: 0.3; Calpain2 inh: -2; S1P4 antagonist: -6

Results for CCCNC(=O)CN1C(=O)NC(Cc2c[nH]c3ccccc23)C1=O (centres undefined) ?
zfTRPN1 agonist: 1.6; Ba/F3 V617F tox: 6; EP2 modulator: 9; PERK inhibitor: 0.3; S1P4 ag: 1.2; BaF3 parental: 10; TRPML3 ag: -0.3; Calpain2 inh: -19; S1P4 antagonist: 7

How did COc1ccccc1-c1cn(S(=O)(=O)c2ccc(F)cc2)nc1N do in these assays?
zfTRPN1 agonist: 1.2; Ba/F3 V617F tox: 4; EP2 modulator: 9; PERK inhibitor: 0.6; S1P4 ag: 0.8; BaF3 parental: 9; TRPML3 ag: 0.7; Calpain2 inh: -1; S1P4 antagonist: -16

What do the screens show for `COc1ccc(C2SCC(C(=O)NCc3ccc(F)cc3)N2C(C)=O)cc1` (centres undefined)?
zfTRPN1 agonist: 0.6; Ba/F3 V617F tox: -5; EP2 modulator: 8; PERK inhibitor: 0.9; S1P4 ag: -1.3; BaF3 parental: 3; TRPML3 ag: 0.1; Calpain2 inh: 23; S1P4 antagonist: -10

Results for CCc1ccc2[nH]c(=O)c(CN(CC3CCCO3)C(=S)NCc3ccco3)cc2c1 (centres undefined) ?
zfTRPN1 agonist: -1.9; Ba/F3 V617F tox: -2; EP2 modulator: -23&17; PERK inhibitor: -2.2; S1P4 ag: 0.0; BaF3 parental: 2; TRPML3 ag: -0.8; Calpain2 inh: -10; S1P4 antagonist: 20

Results for CCc1ccc(OCC(=O)Nc2ccc(N3CCN(S(C)(=O)=O)CC3)cc2)cc1 ?
zfTRPN1 agonist: 1.2; Ba/F3 V617F tox: 3; EP2 modulator: -5&-1; PERK inhibitor: 0.2; S1P4 ag: 0.6; BaF3 parental: 6; TRPML3 ag: 0.8; Calpain2 inh: 12; S1P4 antagonist: 7

How did Cc1ccc(-c2nc3ccccc3o2)cc1NC(=O)Cc1cccs1 do in these assays?
zfTRPN1 agonist: 0.1; Ba/F3 V617F tox: -3; EP2 modulator: 6; PERK inhibitor: 0.9; S1P4 ag: -0.1; BaF3 parental: 0; TRPML3 ag: 0.8; Calpain2 inh: -50; S1P4 antagonist: -18

Results for CC1=C(C#N)C(=O)N(C2CCS(=O)(=O)C2)C(=O)/C1=C\c1ccc(C)o1 (centres undefined) ?
zfTRPN1 agonist: 2.0; Ba/F3 V617F tox: -1; EP2 modulator: -21; PERK inhibitor: 0.4; S1P4 ag: 0.5; BaF3 parental: 0; TRPML3 ag: 1.9; Calpain2 inh: 4; S1P4 antagonist: 4

How did Cc1cc(C)nc(NC(=O)c2cc3ccccc3o2)n1 do in these assays?
zfTRPN1 agonist: 0.8; Ba/F3 V617F tox: 2; EP2 modulator: 3; PERK inhibitor: -0.7; S1P4 ag: 3.6; BaF3 parental: -1; TRPML3 ag: 0.4; Calpain2 inh: 2; S1P4 antagonist: -16

Results for CCOc1nc(-c2ccc(OC)cc2)ccc1-c1noc(C)n1 ?
zfTRPN1 agonist: -0.8; Ba/F3 V617F tox: -2; EP2 modulator: 33; PERK inhibitor: -0.7; S1P4 ag: 1.1; BaF3 parental: 2; TRPML3 ag: 0.9; Calpain2 inh: -178; S1P4 antagonist: -14

Hits appear at their usual frequency. About 3.6% of those tested had a hit in this group.
